Screening results from PubChem.
ALOX12 inh: Primary qHTS assay for inhibitors of human arachidonate 12S-lipoxygenase (ALOX12): Round 2 | Polyunsaturated fatty acid lipoxygenase ALOX12 (Homo sapiens), P18054 | purified 12hLO, xylenol orange hydroperoxide absorbance | Potency, µM (highest dose often 108 µM), without a hit: at the top dose activity change, negative = inhibition, actives largely listed as inhibitors | 580,000 tested, 1.1% active | AID 1671190, 2021; active = well fitted inhibition curve with a large enough effect; inconclusive = small, poorly fitted or top-dose-only effect, or another doubt; inactive = no such curve, though single readings can be large or run the other way
Target sequence (P18054 whole entry, looked up): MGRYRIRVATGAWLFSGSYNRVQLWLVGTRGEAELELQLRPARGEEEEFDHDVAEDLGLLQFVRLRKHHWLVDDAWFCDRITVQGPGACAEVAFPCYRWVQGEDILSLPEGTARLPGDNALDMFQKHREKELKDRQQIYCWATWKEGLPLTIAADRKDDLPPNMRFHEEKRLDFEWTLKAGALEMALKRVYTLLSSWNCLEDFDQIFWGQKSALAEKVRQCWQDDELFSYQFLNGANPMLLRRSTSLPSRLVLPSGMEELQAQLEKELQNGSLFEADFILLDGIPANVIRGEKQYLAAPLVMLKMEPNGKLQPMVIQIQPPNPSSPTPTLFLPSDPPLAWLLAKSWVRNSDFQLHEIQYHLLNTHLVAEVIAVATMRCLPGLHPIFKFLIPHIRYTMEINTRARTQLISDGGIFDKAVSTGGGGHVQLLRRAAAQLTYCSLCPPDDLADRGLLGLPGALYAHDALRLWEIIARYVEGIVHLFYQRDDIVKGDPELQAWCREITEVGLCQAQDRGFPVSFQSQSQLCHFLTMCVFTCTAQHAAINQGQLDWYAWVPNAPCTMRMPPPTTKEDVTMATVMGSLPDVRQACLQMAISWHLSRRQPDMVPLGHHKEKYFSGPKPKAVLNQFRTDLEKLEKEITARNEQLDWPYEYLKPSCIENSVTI
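Hydroperoxide product was detected by ferrous iron/xylenol orange as the 573 to 405 nm absorbance ratio. Arachidonic acid at 40 uM (final) was turned over for 30 min at room temperature by 150 nM human 12hLO, pH 7.0 Hepes buffer, after 15 min compound preincubation.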
Numbers without * were called inactive; u = inconclusive; [ ] = remark or other dose. % is scaled to controls: 0 for no effect and ±100 for the full control effect; potency is read from the fitted curve at half-maximal effect.

compound | ALOX12 inh
O=c1oc2cc(S(=O)(=O)N3CCOCC3)ccc2n1Cc1ccc(Cl)cc1 | -13%
Cn1cc2c3c(cccc31)CN(C(=O)Cc1ccc(Cl)cc1)CC2 | 4%
O=C(CCc1nnn2c1CN(S(=O)(=O)c1ccc(F)cc1)CC2)N1CCOCC1 | 7%
Cc1cccc(CN2CCN(C3CN(C4CCCCC4)S(=O)(=O)C3)CC2)c1 (stereo not drawn) | -9%
O=C(Nc1ccc(I)cc1)C1CCCN1c1ncnc2ccccc12 (stereo not drawn) | 16%
CC(C)Cc1nc(N2CCOCC2)c(C#N)c2c1CCCC2 | -13%
CN(CC(=O)Nc1ccc(Cl)cc1)C(=O)COc1cccc(F)c1 | 40µM*
Cc1cnc2c(S(=O)(=O)NC(C)CN3CCOCC3)cccc2c1 (stereo not drawn) | -13%
CN(C)CCCn1ccnc1C1CCCN(S(=O)(=O)N2CCCC2)C1 (stereo not drawn) | 3%
C=C(Cl)COc1ccc(C(=O)NC)cc1 | -42%
N#Cc1cccnc1N1CCN(C(c2ccnc3ccccc23)c2nnnn2-c2ccc3c(c2)OCCO3)CC1 (stereo not drawn) | 0%
COc1ccc(-c2cc3nc(NCCN4CCCC4)n(C)c(=O)c3s2)cc1OC | 0%
CN(CC(=O)Nc1ccc(Cl)cc1)CC(=O)N1CCc2ccccc21 | 9%
O=C(O)C(c1c[nH]c2cc(Br)ccc12)N1CCCN(c2ccc(C(F)(F)F)cn2)CC1 (stereo not drawn) | 25µM*
Cc1cc(N2CCN(c3ccc(F)cc3)CC2)n2nc(Cc3cccc(F)c3)nc2n1 | -8%
CCOC(=O)c1ccc(NC(=O)Cn2ccn3nc(-c4ccccc4)c(CO)c3c2=O)cc1 | 65%[activator]
CCc1nc2ccc(C(=O)N3CCN(C(=O)c4ccco4)CC3)cn2c1N(C)Cc1ccc(OC)cc1 | u
CC(C)C(=O)N1Cc2ccccc2CC2(CCCCN2CC2CCOCC2)C1 (stereo not drawn) | 4%[6.33 µM]
CN(C)c1ccc(-c2cc(-c3ccc(=O)[nH]c3)c3cncn3c2)cc1 | u
CC(C)(C)c1ccc(C(=O)N/N=C/C=C/c2ccccc2)cc1 | 57%[activator]
N#Cc1cc(Br)ccc1OCc1ccccc1Cl | u
COc1ccc(-c2ccc(CN3C(CC(C)C)C(=O)N(Cc4cn(CC5CCCCC5)nn4)CCS3(=O)=O)cc2)cn1 (stereo not drawn) | u
O=C(Nc1ccccc1)N1Cc2[nH]cnc2C[C@H]1c1nc(-c2ccccc2)no1 | 28%[176 µM]
O=C(Nc1oc2ccccc2c(=O)c1-c1ccc(F)cc1)c1cccc([N+](=O)[O-])c1 | 2%
COc1ccc(OC)c(C(=O)CCCCC(=O)c2cc(OC)ccc2OC)c1 | 0%
Cc1noc(C)c1NC(=O)N[C@@H]1C[C@H](COc2ccc(S(C)(=O)=O)cc2)[C@@H](O)[C@H]1O | 76%[activator]
Cc1ccsc1C(=O)OCC(=O)NC(=O)NC(C)(C)C | -2%
Cc1ccc(CNC(=O)CC2CCOCC2)o1 | 62%[activator]
Cc1ccc(/C=N/NC(=O)c2ccccc2Oc2ccccc2)o1 | -26%[57.4 µM]
O=C(Nc1ccc2c(c1)OCCO2)N1CCCC1c1nc(CCOCC2CCCC2)no1 (stereo not drawn) | 8%
O=C1CO[C@H]2CCN(Cc3ccncc3)CC[C@@H]2N1Cc1ccccc1 | -10%[176 µM]
COc1ccc(-c2ccc3nnc(CNC(=O)c4ccccc4Cl)n3n2)cc1 | 26%
NC(=O)C1(NC(=O)c2ccc(S(=O)(=O)N3CCCC(O)C3)cc2)CCCC1 (stereo not drawn) | 7%
CNc1nccc(N2CCC(CC(=O)NCc3nc4ccccc4n3C)CC2)n1 | 82%[activator]
CCc1nncn1C1CCN(S(=O)(=O)c2ccc(OC)cc2)CC1 | 30%
Clc1cnccc1CN1CCNc2cnc(Oc3ccccc3)cc2C1 | 10%[176 µM]

The last two entries of the part above come first, to join the parts.
compound | ALOX12 inh
CCc1nncn1C1CCN(S(=O)(=O)c2ccc(OC)cc2)CC1 | 30%
Clc1cnccc1CN1CCNc2cnc(Oc3ccccc3)cc2C1 | 10%[176 µM]
Cc1ccc2c(n1)N(C)[C@H](CO)CCN(Cc1ccc(F)c(F)c1)C2 | 0%[176 µM]
Cc1csc(CNC(=O)c2cccc(C(N)=O)c2)n1 | 16%
CCOC(=O)N1CCN(C(=O)c2cc(N3C(=O)CCS3(=O)=O)ccc2Cl)CC1 | u
CC(C)NC(=O)c1cccc(I)c1 | 14%
CC(=O)C[C@](N)(c1ccc(C)cc1)C(F)(F)F | u
CC1=NS(=O)(=O)N(C)C=C1C(=O)OCc1nc(C)no1 | 48%[activator]
C[C@H]1CN(C(=O)Nc2ccc(F)cc2F)C[C@@H]1c1nc(-c2ccccc2)no1 | 0%
c1ccc(C2CCCN(CCn3ccnc3-c3cc4n(n3)CCNC4)C2)cc1 (stereo not drawn) | 24%
N#Cc1cccc(CN2C[C@H](O)C[C@H]2c2nc(-c3cccc([N+](=O)[O-])c3)no2)c1 | -3%[176 µM]
O=C(c1ccncn1)N1C[C@@H](COCC2CC2)[C@H](c2ccccn2)C1 | -14%
O=C(/C=C/c1ccccc1)OCC1C(COC(=O)/C=C/c2ccccc2)C1(Cl)Cl (stereo not drawn) | 8%
CC(=O)Nc1ccc2[nH]cc(C(C(=O)O)N3CCN(c4cc(C)c5ccccc5n4)CC3)c2c1 (stereo not drawn) | u

Remaining list, next part
SMILES	ALOX12 inh
CCn1ncc(C(=O)N[C@@H]2CN(Cc3ccccn3)C[C@H]2CN(C)C)c1C	117%[activator]
CCCCOCCCNC(=O)c1c(C)noc1-c1ccc(OC(F)(F)F)cc1	18%
CN1CC[C@H](c2nc3ccc(C(F)(F)F)cc3[nH]2)C1	75%[activator][176 µM]
CCCCN(CC)C(=O)c1cc2c(C)cc(C)c(C)c2[nH]1	u
CCN1CCCC1CNCc1cc2ccc(SC)cc2nc1-c1cc(OC)ccc1OC (stereo not drawn)	70%[activator]
CN(C)CCCC(=O)N1CCC(n2c(=O)[nH]c3ccccc32)CC1	13%[176 µM]
O=C(C1CCN(C(=O)N2CC3CC(C2)[C@H]2CCCC(=O)N2C3)CC1)N1CCN(c2ccccc2)CC1 (stereo partly drawn)	75%[activator]
COc1ccccc1NC(=O)N(C)C[C@H]1OCc2cnnn2CCCC(=O)N([C@H](C)CO)C[C@@H]1C	1%
CSc1cccc(NC(=O)c2ccc3c(c2)CCC3)c1	19%
C[C@@H]1CN(C(=O)CC2CCN(Cc3ccccc3)CC2)CC[C@]1(C)O	38%[activator]
CN(C)c1nc2c(c(=O)[nH]1)CCN(Cc1cccnc1)CC2	-8%
COC(=O)[C@H]1C[C@H](OC(=O)NCC2CCCCC2)[C@@]2(O)CN(S(=O)(=O)c3ccc(C)cc3)CC2[C@H]1C(=O)OC (stereo partly drawn)	1%

Reformatted with the structure last: part of the list above.
ALOX12 inh | canonical_smiles
-3%[176 µM] | N#Cc1cccc(CN2C[C@H](O)C[C@H]2c2nc(-c3cccc([N+](=O)[O-])c3)no2)c1
-14% | O=C(c1ccncn1)N1C[C@@H](COCC2CC2)[C@H](c2ccccn2)C1
8% | O=C(/C=C/c1ccccc1)OCC1C(COC(=O)/C=C/c2ccccc2)C1(Cl)Cl (stereo not drawn)
u | CC(=O)Nc1ccc2[nH]cc(C(C(=O)O)N3CCN(c4cc(C)c5ccccc5n4)CC3)c2c1 (stereo not drawn)
117%[activator] | CCn1ncc(C(=O)N[C@@H]2CN(Cc3ccccn3)C[C@H]2CN(C)C)c1C
18% | CCCCOCCCNC(=O)c1c(C)noc1-c1ccc(OC(F)(F)F)cc1
75%[activator][176 µM] | CN1CC[C@H](c2nc3ccc(C(F)(F)F)cc3[nH]2)C1
u | CCCCN(CC)C(=O)c1cc2c(C)cc(C)c(C)c2[nH]1
70%[activator] | CCN1CCCC1CNCc1cc2ccc(SC)cc2nc1-c1cc(OC)ccc1OC (stereo not drawn)
13%[176 µM] | CN(C)CCCC(=O)N1CCC(n2c(=O)[nH]c3ccccc32)CC1
75%[activator] | O=C(C1CCN(C(=O)N2CC3CC(C2)[C@H]2CCCC(=O)N2C3)CC1)N1CCN(c2ccccc2)CC1 (stereo partly drawn)
1% | COc1ccccc1NC(=O)N(C)C[C@H]1OCc2cnnn2CCCC(=O)N([C@H](C)CO)C[C@@H]1C
19% | CSc1cccc(NC(=O)c2ccc3c(c2)CCC3)c1
38%[activator] | C[C@@H]1CN(C(=O)CC2CCN(Cc3ccccc3)CC2)CC[C@]1(C)O

Continuation.
SMILES	ALOX12 inh
O=C1CCN(C(=O)C2CCN(S(=O)(=O)Cc3cccc(F)c3)CC2)CCCCCCN1	34%[activator]
COc1ccccc1C(=O)N1CCCC2(C1)Nc1cccnc1NC2=NCc1ccccc1 (stereo not drawn)	62%[activator]
O=C(C1CCCC1)N1CCCC(c2nn[nH]n2)C1 (stereo not drawn)	-12%
O=C1CC(c2ccccc2O)Cc2nc(N3CCN(c4cccc(Cl)c4)CC3)ncc21 (stereo not drawn)	-21%
Cn1cc(C(NC(=O)c2cccc(Cn3cccn3)c2)C2CC(O)C2)cn1 (stereo not drawn)	6%
COC[C@H]1C[C@@H](NC(=O)c2nc3ccccc3s2)[C@H](O)[C@@H]1O	80%[activator][176 µM]
Cc1ccc(/C=C/S(=O)(=O)NCC(=O)OCC(=O)c2c(C)[nH]c3ccccc23)cc1	-3%
CN(CC(=O)NC1CCCCNC1=O)Cc1ccccc1Cl (stereo not drawn)	-7%
O=C(CSc1ccccn1)NC1CC(=O)N(C2Cc3ccccc3C2)C1 (stereo not drawn)	-13%
CN(C)Cc1ccc(-c2cc(-c3cn[nH]c3)c3cncn3c2)cc1	11%[176 µM]
CC1(C)CC(=O)C2=C(C1)OC1=C(C(=O)CC(C)(C)C1)C2c1ccc(C(=O)O)cc1	u
O=C(OCC(O)CO)c1ccccc1Nc1ccnc2c(C(F)(F)F)cccc12 (stereo not drawn)	-9%[22.9 µM]
Cc1ccc(S(=O)(=O)NCC2CCC(C(=O)NCC(=O)N(C)Cc3ccccc3)CC2)cc1 (stereo not drawn)	-9%
COc1ccc(Cn2c(C3CCN(C(=O)c4ccsc4)CC3)n[nH]c2=O)cc1	u
CC(C)CCN1CCC(N2CCN(S(=O)(=O)c3ccc(F)cc3F)CC2)C1=O (stereo not drawn)	25%
O=C(CN1C(=O)c2ccccc2C1=O)NCC1Cc2cccc(-c3ncccn3)c2O1 (stereo not drawn)	1%
COc1ccc([C@H]2C[C@@H](O)[C@@H](O)[C@@H]2NCc2cccc(C#N)c2)cc1	-26%[176 µM]
O=C1C2CN(Cc3cccc(Cl)c3)CCC2OCCN1Cc1ccccc1F (stereo not drawn)	-5%[176 µM]
Cc1cc(C)c(C)c(S(=O)(=O)NCC2CN(Cc3ccccc3)CCO2)c1C (stereo not drawn)	29%
Cc1ccc(CN2C(=O)COC[C@H]2C(=O)Nc2cccc(C(C)C)c2)cc1	31%
C=CCN1C(=O)c2ccccc2N2C(=O)CCC12C(=O)OCc1cc(=O)oc2cc(C)c(C)cc12 (stereo not drawn)	u
N#Cc1ccc(C(=O)NCC2CCN(C(=O)C(=O)c3cccs3)CC2)cc1	-8%
CCOC(=O)[C@]12CCCC=C1N(Cc1ccc(Cl)cc1Cl)C(=O)[C@H](CC(=O)N1CCSCC1)C2	-4%
Nc1nc2c(ncn2[C@@H]2O[C@H](C(=O)N[C@H](Cc3ccccc3)C(=O)NCCCc3ccccc3)[C@@H](O)[C@H]2O)c(=O)[nH]1	1%
Cc1ccc(-c2ccc3nnc(CNC(=O)c4cccc(N(C)C)c4)n3n2)cc1	19%
Nc1nccnc1C(=O)Nc1ccc(C(=O)NCC(F)(F)F)cc1	8%
O=C(COC(=O)C1CC=CCC1C(=O)OCC(=O)c1ccc(Cl)cc1)c1ccc(Cl)cc1 (stereo not drawn)	u
Clc1ccc(N/N=C/c2cccc(Cl)c2Cl)cc1Cl	1µM*
COCCOCc1nc(C2CCN(C(=O)NC(C)C)CC2)no1	39%
CC(OC(=O)c1cccc(S(=O)(=O)N2CCOCC2)c1)C(=O)NCC1CCCCC1 (stereo not drawn)	-5%
CC(C)CNC(=O)C(C)Sc1nc(-c2ccco2)nc2ccccc12 (stereo not drawn)	u
CCCCn1c(-c2ccc(OCC#N)c(OC)c2)nc2c1c(=O)[nH]c(=O)n2CC(C)C	-4%
CN(C)[C@H]1CCN([C@H]2CS(=O)(=O)N[C@@H]2COCc2ccccc2)C1	0%
Cc1cc(C)nc(CNC2CCN(c3nc(C)nc4sccc34)CC2)n1	50%[activator]
O=C(Nc1cccnc1)N1CC2ON=C(C(=O)N3CCCC3)C2C1 (stereo not drawn)	u
CCc1nc2ccc(C(=O)N3CCN(C(C)=O)CC3)cn2c1N(C)C(=O)c1cccc(OC)c1	18%
CCS(=O)(=O)N1C[C@@H](COC)[C@H](c2nc(C)no2)C1	34%[activator]
O=C(NOCC1CC1)c1ccc(F)c(F)c1Nc1ccc(I)cc1Cl	2%[57.4 µM]
Cc1nc(NC(C)C)sc1C(=O)NCCc1ccccc1	15%
Nc1nc2c(ncn2[C@@H]2O[C@H](C(=O)NCC(F)(F)F)[C@@H](O)[C@H]2O)c(=O)[nH]1	-1%
CCc1nc(-c2c3n(c(=O)n(CC(=O)Nc4ccc(C)cc4)c2=O)CCCC3)no1	-23%
Cc1cc(C)n(CCC(=O)N2CCC(Cc3nc(-c4ccccc4)n[nH]3)CC2)n1	9%

The list is partial; count on the stated rates, not on these rows.
